Source: PubChem (National Center for Advancing Translational Sciences (NCATS))
EPAC2 agonist: activates human EPAC2 exchange factor. EPAC2 activation, biochemical qHTS; response scale: 100% = 6.5 mM cAMP response. Potency, µM (highest dose often 154 µM), without a hit: at the highest dose activation, usual class: activators. hit rate 0.079% among 360,000; note: potency is the fitted concentration of half-maximal effect; nearly all actives have a fitted effect of over 50% in size
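Compounds were titrated in qHTS against a Rap1B-BODIPY-GDP (250 nM) complex with EPAC2 (100 nM) and GDP (50 uM). BODIPY-GDP release tracked at 480/540 nm over 30 min at room temperature, normalized to 6.5 mM cAMP.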
Abeta yeast res: A-beta toxicity reversal in yeast. Potency, µM (top dose mostly 46.1 µM), for inactives: top-dose growth rescue, usual class: activators. hit rate 0.063% among 410,000. yeast expressing A-beta42, growth rescue, OD600, 48 h; response scale: 0% DMSO, 100% iron-clioquinol control; note: potency is the fitted concentration of half-maximal effect; nearly all actives have a fitted effect of over 55% in size
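Yeast A-beta toxicity model in growth medium with pinned compounds, 48 h at 30 C; growth read as absorbance at 600 nm. Normalized to FeCl3/clioquinol equimolar mix (positive) and DMSO (negative).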
D3 antag: antagonists of human D3 dopamine receptor; P35462; D3R cells, DiscoveRx beta-arrestin luminescence, antagonist mode; active compounds read low; max response, negative = inhibition, %; hit rate 2.5% among 360,000; in the data active = max response below about -50%; inconclusive = no clear call, values can overlap the other calls; note: % is set by controls: 0 for no effect and ±100 for the full control effect; mostly tested at two doses, the higher about 12 µM
Target sequence (P35462 whole entry, looked up): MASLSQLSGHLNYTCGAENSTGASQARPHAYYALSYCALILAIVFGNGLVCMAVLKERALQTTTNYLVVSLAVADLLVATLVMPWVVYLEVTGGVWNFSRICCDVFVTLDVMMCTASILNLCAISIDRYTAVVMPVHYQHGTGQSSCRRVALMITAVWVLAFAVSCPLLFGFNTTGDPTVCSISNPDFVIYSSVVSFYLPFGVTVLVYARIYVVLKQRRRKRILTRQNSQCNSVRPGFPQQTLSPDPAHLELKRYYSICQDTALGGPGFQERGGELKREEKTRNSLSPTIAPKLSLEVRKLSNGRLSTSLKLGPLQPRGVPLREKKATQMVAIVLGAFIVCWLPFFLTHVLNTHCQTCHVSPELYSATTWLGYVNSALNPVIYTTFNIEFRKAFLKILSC
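Cells plated overnight at 1500 cells/well, then exposed to library compounds with dopamine controls for 90 minutes at 37 degrees C. DiscoveRx reagent added for 30–60 minutes at room temperature; luminescence read, quantitative HTS format.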
EPAC2 antag: EPAC2 (human) antagonism. EPAC2 GEF exchange of Rap1B-BODIPY-GDP, fluorescence. hit rate 0.18% among 360,000. Q8WZA2. Potency, µM (series often up to 114 µM), without a hit: top-dose activity, negative = inhibition, most hits filed as inhibitors; note: potency is the fitted concentration of half-maximal effect; % is set by controls: 0 for no effect and ±100 for the full control effect; nearly all actives have a fitted effect of over 45% in size; many of its hits are not listed in these tables
TDP-43 yeast inh: rescues yeast growth from TDP-43 toxicity; TDP-43 expressing yeast growth rescue, BacTiter-Glo, 24 h; Potency, µM (doses to about 46.1 µM), without a hit: at the top dose growth rescue (activation), most hits filed as activators; hit rate 1.8% among 410,000; AID 652104; note: potency is the fitted concentration of half-maximal effect; % of control where 0% means no effect; nearly all actives have a fitted effect of over 50% in size
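Yeast cells expressing TDP-43 under galactose induction are exposed to compounds for 24 hr at 30 deg C. BacTiter-Glo luminescence measures growth, so protective compounds score as activators.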
aSyn rescue: alpha-synuclein toxicity inhibition in yeast; Yeast expressing alpha-synuclein, growth rescue, BacTiter-Glo, 24 h; Potency, µM (series often up to 46.1 µM), for inactives: at the top dose growth rescue (activation), usual class: activators; hit rate 0.14% among 370,000; AID 652106; note: potency is the fitted concentration of half-maximal effect; % of control where 0% means no effect; nearly all actives have a fitted effect of over 65% in size
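Screening used galactose-induced yeast with toxic alpha-synuclein levels, exposed to compound for 24 hr at 30 deg C. Cell growth, read with BacTiter-Glo luminescence, gave the measured signal.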
FUS suppressor: suppressors of FUS proteinopathy in yeast | S. cerevisiae FUS-expressing, growth rescue, OD600, 24 h | Potency, µM (doses to about 76.6 µM), without a hit: at the top dose growth rescue (activation), usual class: activators | hit rate 0.24% among 390,000 | AID 1347120;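 note: potency is the fitted concentration of half-maximal effect; plate controls were DMSO vehicle for no effect and reference control for full effect; nearly all actives have a fitted effect of over 55% in size; some results filed as inactive show a strong effect at the top dose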
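Cultures pregrown in 2.5% raffinose medium are shifted to minimal medium containing 2% galactose to express toxic FUS. Compounds are tested at several concentrations. After 24hr at 30C, growth is quantified at 600 nm absorbance.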
DRD3 agonist: activates the human D3 dopamine receptor. P35462. D3R DiscoveRx beta-arrestin cells, luminescence, 90 min. max activation, %. hit rate 0.58% among 410,000; in the data active = max activation above about 30%; note: 0% is about no effect; mostly tested at two doses, the higher about 12 µM
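Agonist mode: compounds and dopamine controls were applied to plated cells for 90 min at 37 degrees C after an overnight attachment at 1500 cells/well. Luminescent read-out followed 30 - 60 minutes at room temperature with DiscoveRx detection reagent.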
Active calls of the source: *; ? = inconclusive; . = no result given; [ ] = another dose, or the depositor's remark. Unless noted, calls come from the whole dose curve; as a rule, active = well fitted curve in the direction sought with a large enough effect; inconclusive = small, poorly fitted or top-dose-only effect, or another doubt; inactive = no such curve, though single readings can be large; an effect the other way counts as inactive or inconclusive. This is a subset (hit frequency here may not be typical).

SMILES	EPAC2 agonist	Abeta yeast res	D3 antag	EPAC2 antag	TDP-43 yeast inh	aSyn rescue	FUS suppressor	DRD3 agonist
CC1(C)OC(=O)N(c2ccccc2)C12C=Cc1c(ccc3ccccc13)O2 (stereo unspecified)	7%	-16%	21	-2%	?	-11%	24%	2
CC(C)(C)c1ccc(-c2nc3cc(N)ccc3o2)cc1	7%	4%	6	3%	9%	-10%	28%	8
Cc1csc(NC(=O)C2=NN(c3ccccc3)C(=O)CC2)n1	4%	11%	2	2%	0%	3%	-3%	-6
COc1ccc(C(=O)Nc2ccc(S(=O)(=O)NC(C)(C)C)cc2)cc1[N+](=O)[O-]	23%	1%	-13	-5%	14%	-4%	-13%	4
COc1ccc(/C=N/N2CCOCC2)cc1COc1ccc(F)cc1	11%	23%	9	-26%	?	3%	11%	1
C[C@@H]1CC[C@H](Cc2ccc(-n3cccc3)cc2)N1C(=O)OC(C)(C)C	5%	5%	27	-17%	24%	-10%	12%	5
CC(C)(C)c1ccc(C(=O)N/C(=C\c2cccc([N+](=O)[O-])c2)C(=O)Nc2cccc(C(=O)O)c2)cc1	-2%	9%	18	-15%	2%	5%	?	0
Cc1cccc(NC(=O)c2ccc(OCc3c(C)noc3C)cc2)n1	8%	-14%	9	4%	0%	0%	-18%	2
COC(=O)c1ccc(C(=O)N(Cc2ccccc2)c2ccccc2)cc1	24%	19%	0	?	5%	3%	14%	0
COc1ccc(C(C(=O)NC(C)(C)C)N(CCC(C)C)C(=O)CCC(=O)Nc2cc(C)on2)cc1 (stereo unspecified)	0%	-4%	-9	0%	-11%	-3%	46%	-7
COc1ccc(C(=O)O)cc1Nc1nc2ccc(C)cc2n2cnnc12	.	-22%	.	.	-4%	.	14%	-9
O=C(/C=C/c1ccc(-c2ccccc2[N+](=O)[O-])o1)c1ccc(Br)cc1	14%	3%	-11	-12%	-6%	6%	55%	-13
Cc1ccc(C(=O)Nc2nnc(-c3ccc(C(C)(C)C)cc3)s2)cc1	0%	11%	-13	5%	15%	6%	1%	4
CCOc1cc(N2CCOCC2)c(OCC)cc1NC(=O)C1CCCC1	1%	11%	26	6%	24%	-7%	33%	0
COc1ccc(N(C)C(=O)c2nn(-c3ccc(C)cc3)c(=O)n(C)c2=O)c(OC)c1	.	-16%	.	.	11%[9.22 µM]	.	-1%	-8
CCN1CCC2(CC1)Oc1c(OC)cccc1C1CC(c3cccnc3)=NN12 (stereo unspecified)	3%	?	1	-4%	1%	-1%	13%	0
COc1ccc(CC(=O)N2CCN(c3ccccn3)CC2)cc1	-3%	-1%	7	-3%	4%	1%	15%	-3
CC(=O)c1cc(C#N)c(NCc2ccccc2)nc1C	3%	-8%	9	-10%	7%	-5%	13%	2
Cn1c(-c2ccc(Br)o2)nc2cc(Br)ccc21	8%	-7%	21	2%	0%	23%	9%	-9
Cc1ccc2nc(CSc3nnc4ccccn34)cc(=O)n2c1	-2%	-5%	7	3%	-3%	-4%	9%	1

The list goes on, starting with the last two of the part before.
SMILES	EPAC2 agonist	Abeta yeast res	D3 antag	EPAC2 antag	TDP-43 yeast inh	aSyn rescue	FUS suppressor	DRD3 agonist
Cn1c(-c2ccc(Br)o2)nc2cc(Br)ccc21	8%	-7%	21	2%	0%	23%	9%	-9
Cc1ccc2nc(CSc3nnc4ccccn34)cc(=O)n2c1	-2%	-5%	7	3%	-3%	-4%	9%	1
O=C(CCC1N=C2c3ccccc3N=C(SCc3ccccc3Cl)N2C1=O)NCc1cccs1 (stereo unspecified)	.	-11%	.	.	21%	.	-9%	-1
N#C/C(=C/c1ccc(-c2ccc(C(=O)O)c(Cl)c2)o1)C(=O)NCC1CCCO1 (stereo unspecified)	-5%	9%	-19	-2%	1%	-1%	.	0
Cc1cc(C)c(C#N)c(SCC(=O)OC2CCCCC2)n1	10%	24%	3	-17%	9%	5%	38%	2
CC/C(=N\NC(=O)CSCc1ccc(Cl)cc1)c1ccc2c(c1)OCCO2	9%	3%	86	-1%	7%	4%	9%	12
COc1ccc(Nc2ncnc3sc(-c4ccccc4)cc23)cc1OC	8%	23%	14	-13%	?	0%	9%	2
CC1=C(C(=O)Nc2ccccc2)C(c2ccncc2)C(C#N)=C(SCC(=O)Nc2ccccc2)N1 (stereo unspecified)	-3%	3%	?	0%	6%	-1%	?	-6
COc1ccc(S(=O)(=O)NN(C)c2nc(C(F)(F)F)nc3ccccc23)cc1	2%	-6%	-7	-9%	-9%[9.22 µM]	10%	6%	-2
CC1=C(C(=O)Nc2cccc(C(=O)NC3CCCC(C)C3C)c2)SCCO1 (stereo unspecified)	5%	10%	16	-9%	8%	2%	20%	2
CCCc1nc2c3ccccc3ccn2c1CC1CCCCC1	12%	-22%	0	-15%	5%	-23%	-16%	-6
Nc1cc(=O)nc(SCC(=O)Nc2ccccc2)n1-c1ccccc1	4%	9%	?	-2%	12%	-5%	10%	6
Cc1ccc[n+](Cc2ccc([N+](=O)[O-])cc2)c1	1%	3%	15	2%	18%	0%	-17%	5
Cc1ccc(-c2nn(-c3ccccc3)cc2/C=N/NS(=O)(=O)c2ccccc2)cc1	13%	-15%	-54*	-1%	-32%	-1%	?	-10
O=C(N/N=C/c1ccc(Cl)cc1)C(=O)N1CCCCCC1	7%	12%	-2	1%	?	5%	10%	-3
O=C(O)Cn1c(=O)c2c3c(sc2n(Cc2ccc(Cl)cc2Cl)c1=O)CCCC3	-5%	-26%	44	?	-1%	12%	11%	2
Fc1ccc(CNC(=S)Nc2ccc(Cl)cc2Cl)cc1	-2%	-2%	9	2%	0%	-9%	.	1
CC(C)NC(=O)c1cc(-c2ccc3c(c2)OCO3)on1	-1%	1%	?	16%	24%	7%	5%	11
CNC(=O)C1CC(=O)N(Cc2ccc3c(c2)OCO3)C(=Nc2ccc(F)cc2)S1 (stereo unspecified)	-1%	-11%	-14	9%	-13%	1%	-1%	0
O=C(Nc1ccc([N+](=O)[O-])cc1)C1C(c2ccccc2)=C1c1ccccc1	4%	13%	10	6%	-12%	-15%	7%	-2
C=CC[C@]12CCc3ccccc3C1N(c1ccc(C(=O)OCC)cc1)C2=O (stereo partly specified)	9%	9%	31	8%	-6%	2%	31%	0
CCOc1cc(/C=C2\SC(=O)N(c3ccc(O)cc3)C2=O)ccc1O	7%	-3%	18	7%	-7%	15%	-11%	-12
O=C(CN1C(=O)NC2(CCCC2)C1=O)Nc1cccc(Cl)c1	9%	-10%	-11	1%	-26%	-1%	21%	-10
COc1ccc(CNC(=O)CN(C(=O)c2snc(C(N)=O)c2N)c2ccc(OC)c(OC)c2)cc1	-3%	-8%	-1	9%	-24%	-1%	4%	2
CCOC(=O)C1CCCN(c2c(NCCCN3CCCC(C)C3)c(=O)c2=O)C1 (stereo unspecified)	4%	7%	-1	-9%	5%	-1%	-17%	-10
Cc1ccc(S(=O)(=O)NCC(c2ccccc2)N2CCCCC2)cc1 (stereo unspecified)	-1%	-7%	1	-8%	11%	3%	15%	-4
O=C1CC(c2nc3ccccc3[nH]2)CN1Cc1ccccc1 (stereo unspecified)	23%	-19%	5	-1%	10%	1%	-21%	-2
COc1ccc(CC(=O)Nc2nnc(CC(C)C)s2)cc1S(=O)(=O)N1CCOCC1	6%	-13%	3	-3%	-3%	1%	16%	0
O=C(Cc1ccc(F)cc1)NC1CCS(=O)(=O)C1 (stereo unspecified)	4%	-7%	1	19%	-21%	-1%	12%	-5
O=C1CC(N2CCN(c3ccc(S(=O)(=O)N4CCOCC4)cc3)CC2)C(=O)N1Cc1ccccc1 (stereo unspecified)	5%	-11%	0	-6%	22%	-1%	31%	9
COc1ccc2nc(N)sc2c1	4%	4%	-4	13%	-20%	0%	3%	13
CCN1C(=NCc2ccc(OC)cc2)N[C@@H](c2ccccc2)[C@H](C(=O)OC)[C@H]1C	12%	17%	10	-10%	26%	-1%	-13%	-4
COc1ccccc1C/C(N)=N/OC(=O)COc1cccc2ccccc12	4%	7%	15	-5%	0%	9%	16%	1
O=C(c1cc(C(=O)N2CCN(c3ccc(F)cc3)CC2)cc([N+](=O)[O-])c1)N1CCN(c2ccc(F)cc2)CC1	11%	-2%	-2	-2%	-18%	14%	?	-4
Cc1ccc(-c2nc(NC(=O)c3nn(C)cc3[N+](=O)[O-])sc2C)cc1C	6%	14%	-25	5%	-7%	-6%	.	-5
COc1cccc(CNC(=O)N2CCN(S(=O)(=O)c3ccc(Cl)cc3)CC2)c1	24%	-6%	-11	-11%	-12%	-2%	17%	-3
COc1ccc(C)cc1N(CC(=O)N1CCc2ccccc2C1)S(C)(=O)=O	9%	3%	-4	5%	-4%	-1%	-12%	-2
O=C(CCn1[nH]c(=O)c2ccccc2c1=O)N1CCOCC1	7%	-4%	1	3%	-3%	-4%	3%	3
COc1ccc(Cl)cc1NC(=O)CN(C)C(C)C(=O)NCC1CCCCC1 (stereo unspecified)	13%	6%	-10	-5%	-17%	-1%	30%	-31
CC(C)[C@H](NC(=O)OC(C)(C)C)c1cc(C(=O)NCCc2c[nH]c3ccccc23)c(N)s1	1%	-10%	7	-21%	20%	2%	40%	4
Cc1cc2c(cc1S(=O)(=O)N1CCN(c3cccc(C)c3C)CC1)OCCN2C	7%	16%	0	0%	-7%	-3%	40%	1
C/C(=N\NC(=O)c1ccccc1)c1ccc2c(c1)OCO2	-1%	1%	10	14%	22%	-6%	5%	-14
CCC(CO)Oc1cc(NCc2ccc(OC)cc2)c2ncn(C(C)C)c2c1 (stereo unspecified)	4%	0%	13	10%	1%	-6%	6%	12
O=C(O)c1ccccc1C(=O)OCC1CCC(=NO)CC1 (stereo unspecified)	4%	1%	9	2%	11%	-2%	-36%	2

In the list so far, 2 contain two or more sulfur atoms:
SMILES	EPAC2 agonist	Abeta yeast res	D3 antag	EPAC2 antag	TDP-43 yeast inh	aSyn rescue	FUS suppressor	DRD3 agonist
O=C(CCC1N=C2c3ccccc3N=C(SCc3ccccc3Cl)N2C1=O)NCc1cccs1 (stereo unspecified)	.	-11%	.	.	21%	.	-9%	-1
COc1ccc(CC(=O)Nc2nnc(CC(C)C)s2)cc1S(=O)(=O)N1CCOCC1	6%	-13%	3	-3%	-3%	1%	16%	0
